Assay outcomes as filed in PubChem.
IL1B secr inh: inhibitors of inflammasome signaling (IL-1 beta secretion); THP-1 LPS/ATP IL-1B secretion, AlphaLISA, 16 h; hits give low values; activity change, % at 57.5 µM; hit rate 4.7% among 360,000; AID 743279; in the data active means activity change below about -50%; inconclusive means mostly about -30% to -49%; further: on the % scale 0 is the no-effect control and ±100 the full control effect
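THP-1 cells pretreated 1 hr with compounds (up to 57.5 uM final), then stimulated with LPS (250 ng/mL final) plus ATP (1.25 mM final); secreted IL-1B measured by AlphaLISA after 16 hr, decreased signal indicating inhibition.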
ATXN viability: cell viability loss in ATXN counter-screen; hit rate 0.49% among 400,000; Potency, µM (titrated, usually from 56.7 µM), hits mostly cytotoxic; S2 cells (HEK-293 line with an ATXN2-luciferase reporter) viability, CellTiter-Fluor protease fluorescence, 24 h; further: potency means the concentration at half of the fitted maximal effect; nearly all actives have a fitted effect of over 40% in size
Nrf2 ARE act: Nrf2 pathway activation; AREc32 ARE-luciferase reporter (MCF7-derived line), luminescence, 24 h; Potency, µM (titrated, usually from 46.1 µM), without a hit: at the highest dose activation, actives largely listed as activators; hit rate 0.31% among 410,000; AID 624171; further: potency means the concentration at half of the fitted maximal effect; % of control where 0% means no effect; nearly all actives have a fitted effect of over 65% in size
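ARE-driven firefly luciferase activity in AREc32 cells measured after a 24 hr compound exposure at 37 deg C, using Steady-Glo reagent and a 30 min room-temperature hold.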
ATXN2 expr inh: ATXN2 expression inhibition. hit rate 0.72% among 360,000. HEK-293 ATXN2-luciferase reporter, luminescence, 24 h. Potency, µM (series often up to 57 µM), for inactives: at the top dose activity change, negative = inhibition, usual class: inhibitors; further: potency means the concentration at half of the fitted maximal effect; on the % scale 0 is the no-effect control and ±100 the full control effect; nearly all actives have a fitted effect of over 55% in size
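ATXN2-luciferase reporter cells (luciferase flanked by upstream and downstream ATXN2 gene portions) were treated 24 h at 37 °C with compounds at up to 57 uM. SteadyGlo luminescence gave expression; GF-AFC fluorescence gave viability.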
A549 tox: kills or reduces viability of A549 cells in Nrf2 counter-screen. A549 ARE-Fluc cells, CellTiter-Fluor viability, 18-24 h. Potency, µM (titrated, usually from 46 µM), for inactives: at the highest dose activity change, negative = cytotoxicity, most hits filed as inhibitors. hit rate 0.16% among 390,000. AID 504648; further: potency means the concentration at half of the fitted maximal effect; on the % scale 0 is the no-effect control and ±100 the full control effect
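A549 ARE-Fluc cells in 5% FBS OPTI-MEM, 5000 cells/well, rested 2 h then exposed to compounds in concentration-response for 18-24 h at 37 °C. Viability by CellTiter-Fluor fluorescence (Ex 405/Em 525) after 30 min; luciferase luminescence (BugLite, 15 min, RT) read afterwards.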
Nrf2 inh: blocks Nrf2 signaling | hit rate 2.1% among 360,000 | A549 ARE-Fluc reporter, luciferase luminescence, 18-24 h | AID 504444 | Potency, µM (doses to about 46 µM), without a hit: at the highest dose activity change, negative = inhibition, actives largely listed as inhibitors; further: potency means the concentration at half of the fitted maximal effect; on the % scale 0 is the no-effect control and ±100 the full control effect; nearly all actives have a fitted effect of over 60% in size
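A549 ARE_Fluc cells, 5000/well, 5% FBS OPTI-MEM; compounds in dose-response, 18-24 h at 37 °C/5% CO2; CellTiter-Fluor viability read (Ex 405/Em 525), then BugLite luciferase luminescence = Nrf2 activity.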
TGFb inhibitor: blocks TGF-b signaling; Potency, µM (top dose mostly 46.1 µM), inactives show at the top dose activity, negative = inhibition, hits mostly inhibitors; hit rate 1.2% among 410,000; HepG2 CAGA-GFP TGF-b/SMAD3 reporter, GFP fluorescence, 18 h; TGF-beta stimulated, 500 pg/mL final; further: potency means the concentration at half of the fitted maximal effect; on the % scale 0 is the no-effect control and ±100 the full control effect; nearly all actives have a fitted effect of over 65% in size
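Inhibition of TGF-beta-driven CAGA-GFP reporter expression in HEPG2 cells is measured by cellular GFP fluorescence after 18 h stimulation with 500 pg/mL recombinant TGF-beta in 1% FBS medium at 37 degrees C.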
MCF10A rerep: inducers of DNA re-replication in MCF 10A breast cells; MCF 10A DNA re-replication, Hoechst nuclear intensity, 48 h; Potency, µM (series often up to 46.1 µM), inactives show top-dose activity, positive = re-replication, actives largely listed as activators; hit rate 2.9% among 350,000; further: potency means the concentration at half of the fitted maximal effect; % of control where 0% means no effect; nearly all actives have a fitted effect of over 50% in size
HepG2 tox: kills HepG2 cells in TGF-b inhibitor counter-screen; HepG2 CAGA-GFP viability, ATP luminescence, 18 h; Potency, µM (series often up to 46.1 µM), for the others: at the top dose activity change, negative = cytotoxicity, actives largely listed as cytotoxic; hit rate 0.76% among 410,000; AID 588856; further: potency means the concentration at half of the fitted maximal effect; some results filed as inactive show a strong effect at the top dose
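HepG2 CAGA-GFP cells (1000/well, DMEM with 1% FBS) received compound, then TGF-beta at 500 pg/mL final, and were incubated 18 hours at 37 degrees C. Viability was read by CellTiter-Glo luminescence. Media-only wells were set as complete cell-killing and DMSO as no toxicity.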
* marks the source's active call; other numbers are inactive results; i = inactive; ? = inconclusive; · = no result given; [ ] = another dose, or the depositor's remark. Unless noted, the call rests on the fitted dose curve; in most records, active means well fitted curve in the direction sought with a large enough effect; inconclusive means small, poorly fitted or top-dose-only effect, or another doubt; inactive means no such curve, though single readings can be large; an effect the other way counts as inactive or inconclusive.

SMILES	IL1B secr inh	ATXN viability	Nrf2 ARE act	ATXN2 expr inh	A549 tox	Nrf2 inh	TGFb inhibitor	MCF10A rerep	HepG2 tox
CCCNC(=O)[C@H](Cc1c[nH]c2ccccc12)NC(=O)c1ccccc1Cl	4	i	5.7%	47%[activator]	1%	17%	-1%	-3%	11%
CCc1ccccc1NC(=O)Cc1ccc(NC(=O)N2CCCCc3ccccc32)cc1	·	i	3.6%	-4%	-4%	?	0%	·	-8%
Cc1cccc(N2C(=O)Cc3ccccc3C2=O)c1	-15	i	-0.6%	-14%	-7%	0%	-1%	0%	5%
CCN(CC)CCN(Cc1cc2cc3c(cc2[nH]c1=O)OCO3)C(=S)NCCOC	-28	i	-0.4%	-23%	2%	5%	1%	6%	-2%
Cc1ccc(-c2nnc(SCC(=O)N3CCN(c4ccccc4)CC3)o2)cc1	2	i	-0.9%	0%	-1%	-4%	9%	3%	-7%
Cc1c(N=C2NC(=O)C(CC(=O)Nc3ccc(Cl)cc3)S2)c(=O)n(-c2ccccc2)n1C (stereo unspecified)	-15	i	0.2%	-5%	-14%	?	11%	-3%	9%
C=CCn1c(=NC(=O)C2COc3ccccc3O2)sc2cccc(OC)c21 (stereo unspecified)	0	i	0.3%	·	16%	?	-25%	7%	-60%
COc1cccc(C2CC(C(F)(F)F)n3ncc(C(=O)NCC4CCCO4)c3N2)c1 (stereo unspecified)	-20	i	-0.1%	-4%	0%	-15%	1%	4%	-9%
COc1ccc(NC(=O)CC(C(=O)O)C(C)c2ccccc2)cc1 (stereo unspecified)	0	i	-0.7%	-1%	0%	-21%	13%	1%	10%
COc1cc2c(cc1OC)C(c1cccc([N+](=O)[O-])c1)=NCC2	-7	i	2.8%	-14%	10%	4%	?	10%	8%
O=C(COc1ccc2ccccc2c1)NN1C(=O)c2ccccc2C1=O	9	i	2.3%	-9%	1%	-5%	-1%	?	1%
COCCNC(=O)CSc1cc(=O)n(C)c2cc(Cl)ccc12	12	i	-0.1%	1%	0%	-3%	-2%	3%	-5%
COc1cc(/C=N/NC(=O)CC#N)ccc1Oc1nc(Cl)ncc1F	?	?	18%	-16%	2%	7%	-1%	-5%	2%
Cc1ccc(/C=C(\C#N)C(=O)Nc2cccc3ncccc23)o1	0	i	5.6%	-5%	-14%	-3%	4%	-1%	17%
C=CCOc1ccc(/C=C(\C#N)C(=O)Nc2ccccn2)cc1	8	i	2.5%	·	3%	3%	-14%	6%	-14%

In a second layout: entries from further up.
Every second line gives: IL1B secr inh | ATXN viability | Nrf2 ARE act | ATXN2 expr inh | A549 tox | Nrf2 inh | TGFb inhibitor | MCF10A rerep | HepG2 tox
COCCNC(=O)CSc1cc(=O)n(C)c2cc(Cl)ccc12
→ 12 | i | -0.1% | 1% | 0% | -3% | -2% | 3% | -5%
COc1cc(/C=N/NC(=O)CC#N)ccc1Oc1nc(Cl)ncc1F
→ ? | ? | 18% | -16% | 2% | 7% | -1% | -5% | 2%
Cc1ccc(/C=C(\C#N)C(=O)Nc2cccc3ncccc23)o1
→ 0 | i | 5.6% | -5% | -14% | -3% | 4% | -1% | 17%
C=CCOc1ccc(/C=C(\C#N)C(=O)Nc2ccccn2)cc1
→ 8 | i | 2.5% | · | 3% | 3% | -14% | 6% | -14%

(more compounds)
SMILES	IL1B secr inh	ATXN viability	Nrf2 ARE act	ATXN2 expr inh	A549 tox	Nrf2 inh	TGFb inhibitor	MCF10A rerep	HepG2 tox
O=C1c2ccccc2NC(c2cn[nH]c2-c2ccc(Cl)cc2)N1O (stereo unspecified)	2	i	0.3%	-36%	0%	-29%	-14%	25%	-22%
CCOC(=O)Cc1csc(NS(=O)(=O)c2ccc(C(F)(F)F)cc2)n1	30	i	-1.3%	8%	1%	7%	5%	-4%	-5%
COc1ccc(C(=O)c2c(O)cc(-c3ccc(OC)cc3)oc2=O)cc1	11	i	0.4%	6%	-2%	-3%	-4%	-6%	15%
Cn1/c(=N/NC(=O)c2ccccc2F)sc2ccccc21	0	i	1.2%	36%[activator]	2%	?	-7%	0%	-12%
O=C(N/N=C\c1ccccc1F)c1ccc(-c2ccccc2)cc1	-4	i	-0.2%	-7%	6%	2%	-14%	8%	-6%
CCCCC(=O)Nc1ccc(NC(=S)NC(=O)CCCCl)cc1OC	-16	i	2.1%	4%	2%	16%	?	9%	6%
COc1ccccc1-n1c(SCC(=O)N2CCCCC2)nc2cccnc21	-13	i	-0.9%	-2%	-11%	-9%	3%	4%	-8%
CCc1cccc(C)c1NC(=O)C1CCCN1S(=O)(=O)c1cccc2nsnc12 (stereo unspecified)	·	i	-0.1%	-4%	1%	9%	-12%	·	-7%
CCN1CCN(C(=S)Nc2cccc([N+](=O)[O-])c2)CC1	1	i	0.3%	-14%	1%	5%	13%	?	24%
NNC(=O)c1oc2nc(-c3ccccc3)cc(-c3ccco3)c2c1N	·	·	5.2%	?	-13%	?	?	21µM*	-7%
O=C(CN1C(=O)NC2(CCCCCC2)C1=O)Nc1ccc([N+](=O)[O-])cc1	-29	i	5.0%	-23%	-11%	-2%	-8%	2%	-48%
Cc1cccc(-n2nnnc2-c2cnccc2C(F)(F)F)c1C	·	i	-0.4%	-15%	-3%	-5%	-12%	?	-17%
Cn1c(N)c(C(=O)c2ccccc2)c(=O)n(C)c1=O	27	i	-0.7%	-5%	-2%	·	-6%	1%	-18%
COc1ccccc1/C=C1\SC(N2CCC(C)CC2)=NC1=O	?	i	6.0%	3%	-1%	15%	-5%	3%	-26%
O=C(Cn1nc(-c2ccccc2)c2cnc3ccc(F)cc3c21)NC1CCCC1	·	?	0.3%	11%	0%	7%	29%	·	0%
Cc1ccc(C)c(OCCC(=O)OCC(=O)N(C)c2c(N)n(Cc3ccccc3)c(=O)[nH]c2=O)c1	4	i	-0.4%	-15%	-1%	-6%	-8%	-22%	-18%
O=C(CC(Nc1ccccc1)C(=O)O)c1ccccc1 (stereo unspecified)	11	i	?	124%[activator]	-5%	?	-5%	23%	-3%
CCOC(=O)c1sc(NC(=O)Nc2ccccc2Cl)cc1C	-16	?	0.1%	-15%	3%	?	?	?	-45%
CN1CCN(NC(=O)Nc2ccc(Br)cc2)CC1	-29	i	-0.1%	-4%	11%	5%	-10%	-7%	5%
Cc1ccsc1/C=N/NC(=O)c1ccc([N+](=O)[O-])cc1	-2	i	5.6%	18%	-5%	?	-3%	0%	-31%
CCOc1ccccc1NC(=O)CCNC(=O)Cn1ccc2ccccc2c1=O	-19	i	-0.5%	-10%	7%	1%	18%	-6%	-7%
CCCc1nc2ccccc2c(=O)n1CC(=O)c1ccc(OC)cc1	-12	i	-0.5%	-28%	-2%	-23%	-7%	10%	0%
CC1(C)CC(=O)C=C(NCCN2CCN(C(=S)NC3CCCCC3)CC2)C1	0	i	-0.8%	19%	4%	1%	5%	9%	24%
C/C(=N\OC(=O)c1c(-c2ccccc2Cl)noc1C)c1ccncc1	-145*	i	0.4%	·	-10%	?	5%	-8%	0%
CCCCCn1nc(C)c2c(C)cc(=O)[nH]c21	2	i	-0.3%	-1%	-3%	·	30%	13%	-6%
COc1ccc(OC)c(NC(=O)COC(=O)c2ccc(S(=O)(=O)N3CCCCC3)cc2)c1	-2	i	-1.5%	·	·	·	?	·	-64%
COc1ccc(OC)c(NC2=C(Cl)C(=O)N(Cc3ccccc3)C2=O)c1	-165*	i	?	-27%	-2%	-20%	-8%	?	18%
CC(C)Cc1cc(C(=O)N2CCN(c3ccc(F)cc3)CC2)no1	18	i	0.1%	-12%	-18%	?	?	4%	-29%
O=[N+]([O-])c1cccc(-c2nnn(C34CC5CC(CC(C5)C3)C4)n2)c1	-19	i	3.5%	24%	-14%	?	3%	1%	-28%
O=C1CN(C(=O)COC(=O)c2ccco2)c2ccccc2N1	0	i	4.6%	-10%	-1%	6%	-6%	-4%	4%
CCc1cccc(NC(=O)C2CCCC2)c1	-22	i	0.3%	7%	3%	-12%	-1%	2%	-2%
CCNc1nc(C#N)nc(N2CCCCC2)n1	·	·	·	·	-10%	4.6µM*	-1%	·	-26%
Cc1ccccc1N=C(NO)c1cccnc1	-5	i	0.0%	3%	1%	4%	-1%	1%	-3%
CN1CCc2c(sc(NC(=O)c3ccc(S(=O)(=O)N4CCOCC4)cc3)c2C(N)=O)C1	10	i	-0.5%	-6%	-14%	-17%	-1%	2%	3%
CC1CN(C(=O)COC(=O)c2ccc(S(=O)(=O)N(C)C)cc2)CC(C)O1 (stereo unspecified)	-2	?	0.8%	2%	-11%	?	-15%	0%	-25%
CC1CCN(Cc2c(C(=O)N/N=C/c3cccc(C(F)(F)F)c3)nnn2-c2nonc2N)CC1	-5	i	9.1%	-10%	3%	0%	-11%	0%	-26%
COc1ccc(/C=N/Nc2nc3ccccc3[nH]2)c(OC)c1OC	-2	i	5.2%	19%	0%	?	7%	?	-10%
CN(C)c1ccc(C(C(=O)NC2CCCCC2)N(Cc2ccco2)C(=O)c2snc(C(N)=O)c2N)cc1 (stereo unspecified)	-72*	i	3.4%	-27%	?	15µM*	5%	9%	-22%
CCCCOc1ccc(C(=O)NCC(=O)NNC(=O)c2ccco2)cc1	8	?	-0.3%	5%	1%	?	0%	3%	4%
O=C(O)CSc1nnc(CNc2ccccc2Cl)n1-c1ccccc1	-13	i	0.0%	3%	-2%	2%	-7%	0%	3%
CC(NC(=O)CCC(=O)NCc1ccc(F)cc1)c1ccccc1 (stereo unspecified)	16	i	-0.2%	-3%	-7%	21%	-24%	4%	12%
Cn1cc(C(=O)C(=O)N2CCc3ccccc32)c2ccccc21	0	i	0.8%	32%	13%	?	-8%	-1%	-3%
O=C(COC(=O)c1ccccn1)NNC(=O)c1ccc([N+](=O)[O-])cc1	15	i	0.2%	-18%	-5%	-10%	2%	-2%	-7%
